# From PubChem BioAssay
# S3 lipid droplet: qHTS Assay for Lipid Storage Modulators in Drosophila S3 Cells. 320,000 tested, 0.64% active. Drosophila S3 cells, BODIPY lipid droplet fluorescence, 18-24 h; cells fed with added oleic acid. lipid storage change, negative = inhibition, % at the top dose, mostly 46.1 µM; hits show Potency in µM. AID 2685; active = well fitted inhibition curve with a large enough effect in the signal ratio, with a control signal flat, not every such curve was filed as active; inconclusive = small, poorly fitted or top-dose-only effect, or effect the other way, or a change in a side signal; the % refers to the signal ratio
#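 Laser-scanning cytometry quantifies lipid droplet accumulation (500–530 nm total intensity; droplet/cell object ratio) in oleic acid-fed (400 uM added) Drosophila S3 cells treated with a concentration series. 20 uM Triacsin C defined 100% inhibition.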
# S3 lipid droplet cell count max: recorded beside S3 lipid droplet, whose call it bears; cell number change, %; measured here: cell count max response;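 cells counted by Cell Tracker Red CMTPX staining in the red channel; peak over a dose series mostly up to 46.1 µM; percent activity relative to internal control wells on each plate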
# The depositor's hits bear a star; i = inactive; ? = inconclusive; . = no result given; [ ] = remark or other dose. % is scaled to controls: 0 for no effect and ±100 for the full control effect; potency is read from the fitted curve at half-maximal effect. This is a subset (hit frequency here may not be typical).
item | Structure | S3 lipid droplet | S3 lipid droplet cell count max
1 | O=S1(=O)C=C(SCc2ccc(Cl)c(Cl)c2)Nc2ccccc21 | 7% | -13
2 | Cc1ccc(S(=O)(=O)n2nc(C)c(C#N)c2N)cc1 | ? | .
3 | CCOC(=O)C1CCN(C(c2ccccn2)c2c(C)[nH]c3ccccc23)CC1 (stereo not given) | i | 8
4 | O=C(NNc1ccccc1)C(CCO)C(=O)NNc1ccccc1 | ? | .
5 | Cc1ccc(S(=O)(=O)N2CCCN(C(=O)CNC(=O)c3cccc(C)c3)CC2)cc1 | ? | .
6 | O=C(CN(Cc1ccccc1)C(=O)c1ccco1)NCc1ccc(F)cc1 | ? | .
7 | O=C(O)c1ccc(S(=O)(=O)c2ccc3c(c2)C(=O)N(c2ccc(O)cc2)C3=O)cc1 | 18% | 10
8 | COc1ccc(NC(=O)C(=O)N/N=C/c2cc(C)n(-c3cccc(Cl)c3Cl)c2C)c(OC)c1 | ? | .
9 | CC(NC(=O)c1ccc(F)cc1)c1nc2ccccc2n1Cc1ccccc1F (stereo not given) | ? | .
10 | Cc1ccccc1CC1(CO)CCCN(Cc2nc(-c3cccs3)oc2C)C1 (stereo not given) | 19% | .

# (next part)
item | Structure | S3 lipid droplet | S3 lipid droplet cell count max
11 | O=C(NCc1ccccc1Cl)C(=O)c1c[nH]c2ccccc12 | ? | .
12 | COC(=O)Cc1c(O)ccn(Cc2cccc3ccccc23)c1=O | ? | .
13 | Cc1ccc(OCc2nnc(N)s2)cc1C | ? | .
14 | Nc1ccnc(C(F)(F)F)c1C(=O)c1ccccc1 | 11% | -8
15 | O=S(=O)(c1ccc(-n2cnnn2)cc1)N1CCNCC1 | ? | .
16 | O=C(O)CCCNC(=O)CCCNC(=O)C(c1ccccc1)c1ccccc1 | ? | .
17 | CC(OC(=O)C1CCN(c2ccc(C(F)(F)F)cn2)CC1)C(=O)Nc1ccc(S(N)(=O)=O)cc1 (stereo not given) | i | -9
18 | Cc1ccc(/C=C2\SC(=S)N(c3cccnc3)C2=O)cc1 | ? | .
19 | CCOc1ccc2c(C)nc(NC3=NC(C)(C)C=C(C)N3)nc2c1 | -9% | -8
20 | CCCCSCCCNC(=O)c1ccc2c(c1)N(CC)C(=O)c1ccccc1S2=O (stereo not given) | ? | .

# (listing goes on)
item | Structure | S3 lipid droplet | S3 lipid droplet cell count max
21 | Cc1ccc(C)c(NS(=O)(=O)c2cc(C(=O)NCCSC3CCCCC3)ccc2C)c1 | ? | .
22 | C=CCN(c1ccccc1)S(=O)(=O)c1cccc(C(=O)NC2CCC(O)CC2)c1 (stereo not given) | -32%[0.0737 µM] | .
23 | Cc1nn(-c2ccccc2)c(C)c1NC(=O)COc1ccc([N+](=O)[O-])cc1 | ? | .
24 | CC1(C)CC(=O)C(CC(=O)Nc2cc(C(F)(F)F)ccc2Cl)C(=O)C1 | ? | .
25 | COC(=O)c1sc(N)c(C(=O)OC)c1CSc1nnc(-c2ccccc2Cl)n1C | ? | .
26 | CN(C)CCCN(C(=O)C1=COCCO1)c1nc2ccc(Br)cc2s1 | -6% | 19
27 | O=C(Sc1cccc2cccnc12)c1ccccc1Br | 7.3µM* | 4.4*
28 | CCCCn1c(N)c(N(CCC(C)C)C(=O)C2CC(=O)N(CCc3ccc(OC)c(OC)c3)C2)c(=O)[nH]c1=O (stereo not given) | -18%[0.0737 µM] | -2
29 | CCN(CC)S(=O)(=O)c1ccc(C(=O)OCC(=O)Nc2ccc(-c3nc4ccc(C)cc4s3)cc2)cc1 | -11% | -13
30 | Nc1c(C(=O)Nc2cccc(Cl)c2Cl)sc2nc(-c3cccnc3)ccc12 | 1% | 0

# New compounds follow.
item | Structure | S3 lipid droplet | S3 lipid droplet cell count max
31 | O=C(Nc1nc(-c2ccc(F)cc2)cs1)c1ccc(N2C(=O)CCC2=O)cc1 | 4% | 5
32 | CCOc1ccc(CCNC(=O)Cn2c(-c3nonc3N)nc3ccccc32)cc1OCC | ? | .
33 | COCCCN1CN(S(=O)(=O)c2cccs2)c2nc3ccccc3nc21 | 8% | 10
34 | COC(=O)c1sc(NC(=O)CSc2nnnn2C)nc1C | ? | .
35 | COc1ccc(NC(=S)NCCCCCC(=O)C[N+](=O)[O-])cc1 | ? | .
36 | CC1(NC(=O)c2cc(Cl)nc3ccccc23)CCS(=O)(=O)C1 (stereo not given) | ? | .
37 | O=C(N/N=C/c1c[nH]c2ccc(Br)cc12)c1ccccn1 | ? | .
38 | O=C(Cn1cnc2c(cnn2-c2ccccc2)c1=O)c1ccc(Cl)cc1 | i | -1
39 | COC(=O)C1C(=O)c2c([nH]c(C(=O)OC3CCCC3)c2C)CC1C (stereo not given) | ? | .
40 | O=C(c1ccc(C(=O)N2CCCc3ccccc32)nc1)N1CCCc2ccccc21 | 8% | -14

# Carrying on.
item | Structure | S3 lipid droplet | S3 lipid droplet cell count max
41 | Cc1n[nH]c(=O)c2c(NC(=O)CSc3nncs3)oc(C)c12 | ? | .
42 | CC(C)=NOCc1ccc(-c2cn([C@@H]3COC[C@H]3O)nn2)cc1 | -11% | -34
43 | CC(=O)Nc1ccc2c(c1)N(C(=O)CN(C)C)c1ccccc1CC2 | ? | .
44 | CC(=O)c1cccc(S(=O)(=O)N2CCN(c3nc4cc(C)cc(C)c4cc3C#N)CC2)c1 | ? | .
45 | CCC(C(=O)NC(C)(C)C)N(Cc1cccs1)C(=O)CNS(=O)(=O)c1ccccc1 (stereo not given) | 10% | .
46 | COc1ccccc1CCNC(=O)C(=O)NCC1OCCN1S(=O)(=O)c1ccccc1 (stereo not given) | ? | .
47 | NNC(=O)C(Cc1c[nH]c2ccccc12)NC(=O)c1ccccc1 (stereo not given) | 9% | 20
48 | COc1ccc(CCn2nnnc2CN2CCN(C(=O)c3ccco3)CC2)cc1OC | -3% | 21
49 | CCOC(=O)C1CCCN(S(=O)(=O)c2cc3[nH]c(=O)c(=O)[nH]c3cc2C)C1 (stereo not given) | -8% | 15
50 | CC(C)[C@H](NC(=O)c1c(F)cccc1F)C(=O)Nc1cccc(Br)c1 | 1% | -1

# Continued.
item | Structure | S3 lipid droplet | S3 lipid droplet cell count max
51 | Nc1c(C(=O)NC2CCCC2)c2nc3ccccc3nc2n1/N=C/c1ccco1 | ? | .
52 | COCCN(CC1CCCN(C2Cc3ccccc3C2)C1)C(=O)c1cccc(C)c1 (stereo not given) | ? | .
53 | COc1ccc(C(CC(=O)Nc2nccs2)n2cccc2)cc1 (stereo not given) | -3% | -30
54 | O=C(NC(O)C(=O)c1cccs1)c1cccnc1 (stereo not given) | -6% | .
55 | CC1(OC(=O)c2ccc(Cl)nc2)C(=O)C=C2C=C3CCCN3C=C2C1=O (stereo not given) | 2% | 13
56 | C/C(=N\n1cnnc1)c1ccc(C#N)cc1 | ? | .
57 | Cc1nc(NCC2CCCO2)c2nnn(Cc3ccccc3Cl)c2n1 (stereo not given) | 24% | -1
58 | Cc1cc(C)c(O)c(-c2cc(C(=O)Nc3cccnc3)[nH]n2)c1 | -22% | -5
59 | Cc1cccc(OCCSc2nc3ccccc3n2CC(=O)O)c1 | i | -8
60 | Cc1cc(NC(=O)CSc2nc(C(C)C)nc3sc(C)c(C)c23)no1 | ? | .

# Further structures follow:
item | Structure | S3 lipid droplet | S3 lipid droplet cell count max
61 | CCOC(=O)Nc1cccc(OCC(=O)Nc2ccccc2OCC)c1 | ? | .
62 | COc1ccc(CNC(=S)Nc2ccccc2C)cc1 | ? | .
63 | COc1ccc(N2COC3c4cccc5cccc(c45)C32)cc1 (stereo not given) | -18% | .
64 | COc1ccc2c(c1)CCc1c(C(=O)N3CCCc4ccccc43)noc1-2 | ? | .
65 | C/C(=N\NC(=S)NCCc1ccccc1)c1ccc(C)cc1 | -5% | -7
66 | COc1ccc(S(=O)(=O)N2CCC(C(=O)N[C@@H](C)C(=O)NCc3ccc(F)cc3)CC2)cc1 | i | 13
67 | Cc1sc2ncnc(NCCc3ccc(S(N)(=O)=O)cc3)c2c1C | ? | .
68 | CN1CCN(NC(=O)c2cc(-c3ccc(Cl)s3)nc3ccccc23)CC1 | ? | .
69 | Cc1cc(=O)n(CC(=O)NCCN2CCOCC2)c2c1c(C)nn2-c1ccccc1 | i | -8
70 | CCOc1ccc(CCNC(=O)CS(=O)(=O)Cc2nc(-c3cccc(OC)c3)oc2C)cc1 | ? | .

# Following part
item | Structure | S3 lipid droplet | S3 lipid droplet cell count max
71 | COc1cc(CNC2CCCC2)cc(Br)c1OCC(=O)Nc1ccccc1C | ? | .
72 | COc1ccccc1CC(=O)O/N=C(\N)c1ccccn1 | 9% | 11
73 | CCCOc1ccc(N2C(=O)CC(N3CCN(c4ccccc4F)CC3)C2=O)cc1 (stereo not given) | 12% | -8
74 | N#Cc1c(NC(=O)CSc2ccccn2)oc(-c2ccccc2)c1-c1ccccc1 | ? | .
75 | COc1cccc(-c2cc3c(=O)n(-c4ccccc4)c(=S)[nH]c3s2)c1 | ? | .
76 | Cc1ccc(S(=O)(=O)C2(C(=O)Nc3cccnc3)CC2)cc1 | ? | .
77 | COC(=O)C1=C(C)NC(=O)CC1c1cc2c(cc1Br)OCO2 (stereo not given) | ? | .
78 | O=C(NCC(c1cccs1)N1CCOCC1)c1cc(Cl)ccc1[N+](=O)[O-] (stereo not given) | ? | .
79 | COc1ccc(C(=O)Nc2cccnc2)cc1S(=O)(=O)N1CCOCC1 | ? | .
80 | CS(=O)(=O)N(CC(=O)O)c1ccc2c(c1)OCO2 | ? | .

# Carrying on:
item | Structure | S3 lipid droplet | S3 lipid droplet cell count max
81 | Cc1ccccc1C(=O)N1CCN(c2ccc(NC(=S)NC(=O)c3cccs3)cc2)CC1 | ? | .
82 | O=C(COc1ccc2ccccc2c1Br)N1CCCC1 | -20% | .
83 | O=c1c2ccccc2c2c(O)nc(-c3ccccc3)n2n1Cc1ccccc1 | ? | .
84 | C/C(=N/NC(N)=S)c1ccccc1[N+](=O)[O-] | -5% | -11
85 | COc1ccc(CN2CCC(CO)(Cc3ccccc3C(F)(F)F)CC2)c(F)c1 | -7% | 0
86 | Clc1ccc(NCc2ccsc2)cc1 | i | -7
87 | CN(C(=O)CS(=O)(=O)c1cn(CC(=O)N2CCOCC2)c2ccccc12)c1ccccc1 | -1% | 19
88 | CCOC(=O)c1c(-c2cccc([N+](=O)[O-])c2)cn2ccccc12 | -1% | -7
89 | O=C(c1ccc([N+](=O)[O-])cc1)n1nc(-c2ccccc2)nc1NCc1ccccc1 | i | -21
90 | O=C1C(Nc2ccccc2)=CC(c2ccc(O)cc2)N1c1ccccc1 (stereo not given) | 7% | 15

# Further structures:
item | Structure | S3 lipid droplet | S3 lipid droplet cell count max
91 | COc1ccccc1N=Cc1nc(-c2ccccc2)oc1OC(C)=O | -2% | 12
92 | COc1cccc(C(=O)Nc2ccc3nc(N4CCN(c5ncccn5)CC4)cc(C)c3c2)c1OC | ? | .
93 | COc1cc(-c2cc(C(=O)Nc3ccc(S(=O)(=O)Nc4ncccn4)cc3)c3ccccc3n2)cc(OC)c1OC | ? | .
94 | N/C(=N\OC(=O)/C=C/c1ccccc1Cl)c1ccccn1 | ? | .
95 | CCOc1cccc(CN2CCC(n3nccc3NC(=O)C3CCCC3)CC2)c1 | ? | .
96 | C=CCN(CC=C)S(=O)(=O)c1ccc(NC(=S)NC(=O)/C=C/c2cccc3ccccc23)cc1 | ? | .
97 | CN(C)/C=C(\C#N)C(=O)c1cccnc1Oc1ccc(F)cc1F | ? | .
98 | CCN(CC(=O)Nc1ccc(NC(C)=O)cc1)C(=O)/C=C/c1ccc2c(c1)OCO2 | 24% | 13
99 | COc1ccc(NC(=O)CN2CCN(S(=O)(=O)c3ccc(Br)cc3)CC2)c(OC)c1 | i | -27
100 | CNS(=O)(=O)c1ccc(NC(=O)c2ccoc2C)cc1 | -4% | .

# (cont.)
item | Structure | S3 lipid droplet | S3 lipid droplet cell count max
101 | CC(C)(C)c1ccc(C(=O)Nc2sc3c(c2C(=O)O)CCC3)cc1 | 7% | 6
102 | COc1ccccc1N/N=C(\C#N)C(=N)N1CCOCC1 | ? | .
103 | O=C(COC(=O)C1CC2C=CC1C2)NCCc1ccccc1 (stereo not given) | 0% | 15
104 | COP(=O)(CC(=O)c1ccccc1)CC(=O)c1ccccc1 | ? | .
105 | O=C(CN1CCc2ccccc21)NN1CC(=O)N(c2ccc(Cl)cc2)CC1=O | ? | .
106 | COc1ccccc1CNC(=O)C1=CCN(S(=O)(=O)c2ccc(C)cc2)CC1 | ? | .
107 | O=C(CCCOc1ccc(Br)cc1)Nc1nnc(C2CC2)s1 | 0% | 10
108 | FC(F)(F)c1ccccc1NC(=S)Nc1ccccc1 | ? | .
109 | COC(=O)c1c(NC(=O)CSc2nc3nc(C)cc(C)n3n2)sc(C)c1C | ? | .
110 | COc1cc(NC(=O)c2ccc(F)cc2)ccc1NC(=O)c1cc2ccccc2o1 | -6% | 2

# (list continues)
item | Structure | S3 lipid droplet | S3 lipid droplet cell count max
111 | CN(C)S(=O)(=O)N1CCC(n2nccc2NC(=O)CCc2ccccc2)CC1 | 0% | 16
112 | CCn1c(SCC(=O)OC)nnc1C1CCCCC1 | -8% | -6
113 | COc1ccc(C)cc1S(=O)(=O)NCC(c1cccnc1)N1CCc2ccccc2C1 (stereo not given) | ? | .
114 | COc1ccc(-c2nnc(SCC(=O)c3cccs3)n2-c2ccc(Cl)cc2)cc1 | ? | .
115 | COc1ccc(C2(CNC(C)=O)CCCC2)cc1OC | ? | .
116 | Nc1ccc(S(=O)(=O)NC2=NCCCCC2)cc1N | ? | .
117 | COc1ccc(/C=C/c2cc[n+](C(=O)Cc3ccccc3)cc2)cc1 | ? | .
118 | C/C(=N\NC(=S)NCc1ccccc1)c1ccc2c(c1)OCCO2 | i | 7
119 | COc1ccc(O)c(C(=O)c2cc(C#N)c(=O)n(CCN3CCOCC3)c2)c1 | 2% | 12
